LAP4-GFP MLPCN: modulators of TOR pathway LAP4-GFP in S. cerevisiae; GFP response vs DMSO, % at 10 µM; 0.34% of 320,000 active; S. cerevisiae LAP4-GFP multiplex, flow cytometry GFP, 3 h; median GFP as percent of DMSO wells;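 active means GFP response vs DMSO above a set limit, about the screen mean plus 3 SD, cut at about 150% in these data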
GASC-1 inh: blocks human GASC-1 demethylase activity; Q9H3R0; GST-JMJD2C(1-420) H3K9me3 demethylation, DELFIA europium; inhibition, % at 2.35 µM; 0.069% of 330,000 active;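 active means more than half of a compound's replicate wells show inhibition beyond 50%, single wells judged on their own value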;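 further: signal counts dimethyl H3K9 product captured on neutravidin plate; 0% = median of DMSO wells and 100% = 0.3 times that DMSO median; strong numbers were not always called active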
Target sequence (Q9H3R0 1-420 limits assumed): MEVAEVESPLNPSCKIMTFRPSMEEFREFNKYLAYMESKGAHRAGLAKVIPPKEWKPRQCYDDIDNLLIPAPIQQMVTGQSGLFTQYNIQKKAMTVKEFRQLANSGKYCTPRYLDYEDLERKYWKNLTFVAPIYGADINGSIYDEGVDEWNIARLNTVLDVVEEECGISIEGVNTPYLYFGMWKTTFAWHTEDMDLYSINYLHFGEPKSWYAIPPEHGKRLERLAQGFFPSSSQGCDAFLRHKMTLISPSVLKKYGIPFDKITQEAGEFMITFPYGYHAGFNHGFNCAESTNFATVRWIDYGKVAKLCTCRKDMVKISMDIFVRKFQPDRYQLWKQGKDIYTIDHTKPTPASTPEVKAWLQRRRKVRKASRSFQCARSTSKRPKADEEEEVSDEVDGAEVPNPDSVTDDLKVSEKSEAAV
RPL19A-GFP yeast: alters RPL19A-GFP fluorescence in TOR pathway yeast screen. percent response vs DMSO, % at 10 µM. S. cerevisiae RPL19A-GFP strain, flow cytometry, 3 h; stronger effect = lower value. AID 2025. 0.3% of 330,000 active;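 active means percent response vs DMSO below 50%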;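 further: median channel GFP fluorescence of the barcoded RPL19A-GFP strain; ratio of sample median GFP to plate DMSO average so 100% = DMSO; lower means less RPL19A-GFP as with rapamycin TOR inhibition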
AHR activator: human AHR activation; P35869; AHR-responsive luciferase reporter cells, luminescence; activation, % at 5 µM; 2.5% of 320,000 active; AID 2796; in the data active means activation above about 47%;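 further: 0% = vehicle wells and 100% = reference agonist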
procasp7 counter: counter-screen for procaspase-3 activators: activators of human procaspase-7 | P55210 | activation, % at 8.5 µM | recombinant procaspase-7, Ac-DEVD-pNA absorbance 405 nm; D23A/D198A/D206A triple mutant, cannot self-cleave; scale: DMSO 0, 5 µM enzyme 100 | 0.093% of 330,000 active | AID 463210;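 active means percent activation above the screen-wide mean plus 3 SD, cut at about 25% in these data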
Target sequence (P55210 whole entry D23A/D198A/D206A): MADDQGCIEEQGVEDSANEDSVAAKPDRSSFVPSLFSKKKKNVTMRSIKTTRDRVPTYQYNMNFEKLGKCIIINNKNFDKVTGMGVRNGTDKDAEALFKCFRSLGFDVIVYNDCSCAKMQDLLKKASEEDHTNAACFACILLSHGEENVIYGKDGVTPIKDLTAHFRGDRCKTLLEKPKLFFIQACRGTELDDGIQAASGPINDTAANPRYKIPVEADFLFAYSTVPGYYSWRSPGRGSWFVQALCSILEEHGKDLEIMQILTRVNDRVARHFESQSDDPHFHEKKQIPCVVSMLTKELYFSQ
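buffer or medium = Zinc-free HEPES/NaCl buffer, pH 7.4 | material = Procaspase-7 triple mutant (PC-7 D3A) | input = 2 µM procaspase-7 mutant as dispensed | signal = Epi-absorbance of released pNA at 405 nm, two timepoints | timing = 1 h preincubation, 2 h reaction | replicates = singlicate compound testing | evaluation = % activation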
proCasp3 act: activators of human procaspase-3. activation, % at 8.5 µM. AID 463141. recombinant procaspase-3 D3A, Ac-DEVD-pNA absorbance 405 nm. 0.11% of 330,000 active;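 active means activation above the mean of all tested compounds plus 3 SD, cut at about 21% in these data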;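 further: 0% = DMSO alone and 100% = DMSO wells spiked with extra 5 µM PC-3 D3A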
Target sequence (P42574 whole entry D9A/D28A/D175A): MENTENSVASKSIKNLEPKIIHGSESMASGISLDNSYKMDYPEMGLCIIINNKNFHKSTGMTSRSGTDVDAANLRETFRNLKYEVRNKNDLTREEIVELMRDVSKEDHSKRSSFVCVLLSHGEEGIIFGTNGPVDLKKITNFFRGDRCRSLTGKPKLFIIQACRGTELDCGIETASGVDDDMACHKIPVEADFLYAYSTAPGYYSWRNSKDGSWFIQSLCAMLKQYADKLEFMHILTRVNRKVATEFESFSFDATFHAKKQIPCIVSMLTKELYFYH
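Assay system – Procaspase-3 D3A mutant, all three cleavage aspartates alanine · Controls – DMSO-only low control, 5 µM PC-3 D3A high control · Schedule – 1 h compound preincubation, 2 h substrate hydrolysis at 25 °C · Signal – 405 nm absorbance of p-nitroaniline, reads at 0 and 120 min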
MEP2-GFP yeast: yeast TOR pathway MEP2-GFP modulation; S. cerevisiae MEP2-GFP strain, flow cytometry GFP, 3 h; 100% = DMSO control level; GFP response vs DMSO, % at 10 µM; 0.51% of 330,000 active; AID 2016;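 active means GFP response versus DMSO above a set limit, roughly screen mean plus 3 SD, cut at about 180% in these data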;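 further: median GFP fluorescence of the barcode-gated MEP2-GFP cells per well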
Yeast superoxide: lowers age-related superoxide in aged yeast cells; superoxide response (% of plate mean), % at 10 µM; 0.18% of 330,000 active; S. cerevisiae aged cells, superoxide DHE fluorescence; stronger effect = lower value;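 active means superoxide response under a set limit, about three screen SD below normal, cut at about 65% in these data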;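 further: yeast aged for seven days with compound at 30 °C before DHE staining; 100% = average MFI of all compound-treated wells on the plate with controls excluded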
Numbers without * were called inactive; nt = not tested or not shown; & = joins results of further samples.

SMILES | LAP4-GFP MLPCN | GASC-1 inh | RPL19A-GFP yeast | AHR activator | procasp7 counter | proCasp3 act | MEP2-GFP yeast | Yeast superoxide
O=C(NCc1ccco1)/C(=C/c1ccc(Cl)cc1)NC(=O)c1ccco1 | 99 | 1 | 99 | -2 | 6 | 8 | 102 | 109
CCOc1ccc(C2=Nn3c(nnc3-c3ccccn3)SC2)cc1 | 112 | -5 | 108 | 6 | 9 | -4 | 108 | 98
CN(C(=O)CSc1n[nH]c(=O)[nH]c1=O)c1ccccc1 | 98 | 3 | 95 | 0 | 9 | -3 | 96 | 96
COc1ccc(NC(=O)c2cccc(NC(=O)C3C4CC5OC(=O)C3C5C4)c2)c(OC)c1 (stereo unspecified) | 95 | 1&4 | 103 | 3 | 6 | 3 | 96 | 100
Cc1ccc(CNC(=O)c2ccc(N3CCC4(CC3)CC(c3cccc(Br)c3)=NO4)c(NC(=O)c3ccc(Cl)c([N+](=O)[O-])c3)c2)cc1 | 112 | nt | 96 | 1 | 1 | 7 | 98 | 86
CC(/C=N/NC(=S)Nc1cccc(S(=O)(=O)N(C)C)c1)c1ccccc1 (stereo unspecified) | 92 | -17 | 102 | 5 | -5 | 12 | 101 | 116
CC1CCc2c(sc(/N=C/c3cccnc3)c2C(N)=O)C1 (stereo unspecified) | 111 | 1 | 102 | 7 | -4 | -9 | 98 | 108
Cc1c(CC(=O)NCCC(=O)O)c(=O)oc2cc3oc4c(c3cc12)CCCC4 | 100 | 2 | 98 | 10 | 4 | -5 | 107 | 98
Cc1nnc(SCC(=O)NCc2ccco2)n1Cc1ccccc1 | 106 | 28 | 96 | -1 | 4 | -8 | 95 | 89
COCc1cc(C)nc(SCC(=O)Nc2ccc(C)c(C)c2)c1C#N | 103 | -9 | 103 | 16 | -3 | -6 | 106 | 103
CSc1ccc(-c2sc(Nc3ccccc3)n[n+]2-c2ccc(F)cc2)cc1 | 123 | 8 | 99 | 15 | -16 | 0 | 93 | 94
Cc1nc2sc(C(c3cccs3)N3CCN(c4cccc(Cl)c4)CC3)c(O)n2n1 (stereo unspecified) | 110 | -8 | 98 | 5 | -4 | -5 | 98 | 92
CN1CCN(S(=O)(=O)c2cccc(C(=O)N3CCN(c4ccccc4)CC3)c2)CC1 | 97 | -2 | 93 | 1 | -2 | 9 | 91 | 80
CC(/C=N/NC(=O)CSc1nc2ccccc2n1C)=C\c1ccco1 | 102 | 7 | 101 | 6 | 7 | 7 | 96 | 87
COc1ccccc1N1CCN(CC(=O)Nc2ccc(C)c(F)c2)CC1 | 111 | -4 | 90 | 3 | 3 | -2 | 116 | 104
COc1cc2cc(C)c3nnc(SCC(=O)Nc4cc(C)on4)n3c2cc1OC | 96 | 3 | 93 | 2 | 5 | 4 | 98 | 92
COc1cc(/C(C)=N/NC(=S)NC(C)C)cc(OC)c1OC | 92 | 1 | 108 | 6 | -10 | -4 | 107 | 86
Fc1ccc2c(c1)[C@H]1OCC[C@H]1[C@@H](c1ccco1)N2 | 102 | 2 | 97 | 3 | 9 | 0 | 86 | 96
COc1cc(OC)cc(-c2c(-c3cccs3)c3cc(-c4ccc(OC)cc4F)ccc3n2C)c1 | 98 | 2 | 95 | 1 | 5 | 12 | 89 | 87
O=C(O)c1ccc(-n2c(-c3cc(-c4ccco4)[nH]n3)n[nH]c2=S)cc1 | 100 | -12 | 84 | -1 | -12 | -4 | 103 | 95
Cn1nnnc1SCC(=O)c1cccs1 | 96 | -6 | 98 | 1 | -7 | 11 | 99 | 81
Cc1cccc(OCc2nnc(SCC(=O)NCC3CCCO3)n2C)c1 (stereo unspecified) | 99 | -23 | 100 | -2 | 3 | 2 | 107 | 112
C[C@H]1CN=C(N(C)C)N1CCCC1CCCCC1 | 91 | 5 | 94 | 2 | 9 | 10 | 101 | 93
C#CC1(NC(=O)NCCCC)CCCCC1 | 90 | 6 | 96 | -1 | 7 | -4 | 98 | 110
COc1cc(NC(=S)Nc2ccc(S(=O)(=O)N3CCOCC3)cc2)cc(OC)c1OC | 105 | 3 | 96 | 1 | -7 | -12 | 110 | 102
(continued)
SMILES | LAP4-GFP MLPCN | GASC-1 inh | RPL19A-GFP yeast | AHR activator | procasp7 counter | proCasp3 act | MEP2-GFP yeast | Yeast superoxide
CCc1nc2ccccc2n1CC1CC1(Cl)Cl (stereo unspecified) | 108 | 2 | 103 | 11 | 9 | -1 | 106 | 90
Cc1ccc(S(=O)(=O)N2CCOCC2)cc1NC(=O)COC(=O)CCOc1ccc(C(C)(C)C)cc1 | 100 | 1 | 99 | -2 | -1 | 0 | 103 | 98
Cn1c2cc(C#N)sc2c2cnn(Cc3ccc(F)cc3)c(=O)c21 | 99 | 8 | 107 | 0 | -8 | 0 | 107 | 111
O=C(Nc1c2c(nn1-c1ccccc1)CS(=O)(=O)C2)c1cc2ccccc2o1 | 78 | -1 | 107 | 28 | -1 | -1 | 101 | 104
CCOC(=O)c1[nH]c2ccc(F)cc2c1NC(=O)CN1CCN(C/C=C/c2ccccc2)CC1 | 92 | -6 | 95 | 6 | 7 | 0 | 99 | 102
COc1ccc(NC(=O)c2c(C)nn(-c3ccccc3)c2Cl)cc1 | 107 | 5 | 106 | 15 | 7 | 12 | 115 | 99
CC1(c2nnc(Cc3ccccc3)o2)CC(c2ccc(OC(F)(F)F)cc2)=NO1 (stereo unspecified) | 141 | 12 | 99 | 0 | -7 | 6 | 89 | 97
CC1(C)CC(=O)C2=C(C1)NC(=O)NC2c1ccccc1 (stereo unspecified) | 80 | -8 | 94 | 0 | 4 | -12 | 86 | 107
O=C(NNc1ccccc1F)c1ccccc1 | 106 | 6 | 96 | -2 | 2 | 4 | 88 | 94
Cn1cnc(C(=O)NCc2ccccc2)c1C(=O)NCc1ccccc1 | 90 | 10 | 112 | 2 | -1 | 5 | 97 | 102
Cc1ccc(N2C(=O)CC(NNc3nc4ccccc4s3)C2=O)cc1 (stereo unspecified) | 98 | 5 | 97 | 2 | 9 | -1 | 97 | 114
CCCCN(C(=O)C1CC(=O)N(Cc2ccc(C)cc2)C1)c1c(N)n(CCCC)c(=O)[nH]c1=O (stereo unspecified) | 104 | 1 | 98 | 0 | 7 | 13 | 98 | 101
COC(=O)C1C(c2ccccc2)C(C(=O)OCc2ccco2)C1c1ccccc1 (stereo unspecified) | 100 | -3 | 99 | 0 | -3 | 2 | 102 | 103
Cc1cccc(CCNC(=O)c2nnc(Cc3ccc(Cl)cc3)o2)c1 | 101 | 15 | 99 | 3 | 3 | 4 | 99 | 103
CC(=O)Nc1ccc(SCC(=O)NC(=O)c2ccc(S(=O)(=O)N(C)C)cc2)cc1 | 91 | 1 | 95 | 0 | -16 | -10 | 95 | 86
O=C1c2ccccc2C(=O)C1c1ccncc1 | 102 | 9 | 100 | 4 | -10 | 8 | 112 | 97
O=C(/C=C/c1ccccc1)NC(=S)NNS(=O)(=O)c1ccccc1 | 99 | 8 | 97 | 11 | -9 | -5 | 93 | 115
c1ccc(-c2cn(-c3ccccc3)c3[n+]2CCCS3)cc1 | 103 | 0 | 94 | 1 | 2 | 12 | 99 | 91
COc1ccc2oc(C(=O)OCC(=O)Nc3ccccc3)c(C)c2c1 | 100 | -2 | 100 | 3 | -3 | -10 | 97 | 94
O=C(CSc1ccc(F)cc1)N1CCN(S(=O)(=O)c2ccccc2)CC1 | 93 | -4 | 96 | 7 | 9 | 3 | 106 | 87
Cc1ccc(Nc2ccc([N+](=O)[O-])ccc2=O)cc1 | 108 | 6 | 96 | -2 | -17 | -1 | 101 | 103
CCc1ccc(CNC(=O)C2CCCN(c3nn4c(=O)cc(C)nc4s3)C2)cc1 (stereo unspecified) | 111 | -2 | 101 | 0 | 9 | -2 | 90 | 99
Nc1ccc(C(=O)Oc2ccc([N+](=O)[O-])cc2)c(O)c1 | 95 | 5 | 103 | 1 | -9 | 0 | 110 | 87
CCCCC(CC)C(=O)Nc1cc(=O)[nH]c2nc3ccccc3n12 (stereo unspecified) | 118 | 0 | 102 | 11 | -13 | 10 | 105 | 116
COc1ccccc1NC(=O)c1c(Nc2ccccc2C)sc(C(=O)Nc2cccc(Cl)c2)c1N | 101 | 13 | 99 | 21 | -7 | -1 | 109 | 114

A different layout for some results above.
> CC(=O)Nc1ccc(SCC(=O)NC(=O)c2ccc(S(=O)(=O)N(C)C)cc2)cc1
- LAP4-GFP MLPCN: 91
- GASC-1 inh: 1
- RPL19A-GFP yeast: 95
- AHR activator: 0
- procasp7 counter: -16
- proCasp3 act: -10
- MEP2-GFP yeast: 95
- Yeast superoxide: 86
> O=C1c2ccccc2C(=O)C1c1ccncc1
- LAP4-GFP MLPCN: 102
- GASC-1 inh: 9
- RPL19A-GFP yeast: 100
- AHR activator: 4
- procasp7 counter: -10
- proCasp3 act: 8
- MEP2-GFP yeast: 112
- Yeast superoxide: 97

Fetched by compound from the list above (two):
SMILES | LAP4-GFP MLPCN | GASC-1 inh | RPL19A-GFP yeast | AHR activator | procasp7 counter | proCasp3 act | MEP2-GFP yeast | Yeast superoxide
O=C(NNc1ccccc1F)c1ccccc1 | 106 | 6 | 96 | -2 | 2 | 4 | 88 | 94
CC1(c2nnc(Cc3ccccc3)o2)CC(c2ccc(OC(F)(F)F)cc2)=NO1 (stereo unspecified) | 141 | 12 | 99 | 0 | -7 | 6 | 89 | 97

(list continues)
SMILES | LAP4-GFP MLPCN | GASC-1 inh | RPL19A-GFP yeast | AHR activator | procasp7 counter | proCasp3 act | MEP2-GFP yeast | Yeast superoxide
O=C(NCCN1CCCCC1)Nc1ccccc1Cl | 93 | -3 | 105 | -1 | 2 | 2 | 106 | 99
COC(=O)c1ccc(/C=C/C(=O)OCC(=O)c2ccc[nH]2)cc1 | 88 | 0 | 96 | 2 | 1 | 4 | 97 | 103
Cc1ccc(S(=O)(=O)N2CN(CC3CCCO3)c3nc4ccccc4nc32)cc1 (stereo unspecified) | 99 | -2 | 104 | 3 | 10 | 6 | 104 | 132
COc1ccc(Cc2nnc(SCC(=O)N(c3ccccc3)C(C)C)n(N)c2=O)cc1 | 88 | -18 | 85 | 1 | -6 | 7 | 88 | 102
O=C(CN1CCN(Cc2ccccc2)CC1)N/N=C/c1ccccc1F | 107 | 1 | 94 | 0 | 5 | -5 | 93 | 112
O=C(CSc1ncnc2c1nnn2Cc1ccc(F)cc1)NC1CCCC1 | 93 | 4 | 97 | 0 | 4 | -2 | 102 | 92
CCN(CC)S(=O)(=O)c1ccc(Cl)c(C(=O)OCC(=O)c2c(N)n(C)c(=O)n(C)c2=O)c1 | 102 | -3 | 90 | 6 | 1 | -2 | 95 | 98
O=S1(=O)CCC(NC(=S)SCCOc2ccccc2)C1 (stereo unspecified) | 106 | 2 | 110 | -3 | 0 | 4 | 104 | 97
COc1ccc(S(=O)(=O)N(C)C)cc1NC(=O)CSc1nnc(-c2cccnc2)o1 | 107 | 9 | 108 | 2 | 7 | -9 | 101 | 108
CCOC(=O)c1c(CN2CCC(C)CC2)oc2ccc(OC)cc12 | 98 | -3 | 98 | 1 | 3 | -9 | 100 | 95
Cc1ccc2c(c1)N(C(=O)CCC(=O)NCCN1CCOCC1)CCO2 | 97 | -7 | 109 | 0 | -3 | 5 | 92 | 88
C/C(=N\OCC(=O)NC12CC3CC(CC(C3)C1)C2)c1cc2ccccc2o1 | 101 | -7 | 100 | 1 | -12 | 5 | 96 | 100
CCCN1CCN(CCCNC(=O)C2CCN(c3nnc(-n4cccc4)s3)CC2)CC1 | 106 | 5 | 109 | 0 | 5 | 10 | 114 | 96
COC(CNC(=O)c1cn(C)c2ccc(S(=O)(=O)N3CCOCC3)cc2c1=O)OC | 87 | 6 | 95 | 1 | 7 | -4 | 100 | 82
